EPAC1 antagonist: EPAC1 (human) antagonism; EPAC1 GEF assay, Rap1b-BODIPY-GDP exchange fluorescence; Potency, µM (highest dose often 115 µM), inactives show at the highest dose activity change, negative = inhibition, usual class: inhibitors; 360,000 compounds, 0.14% hits; AID 720709;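 note: plate controls were vehicle for no effect and positive control for full effect; nearly all actives have a fitted effect of over 50% in size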
aSyn rescue: alpha-synuclein toxicity inhibition in yeast. AID 652106. Potency, µM (doses to about 46.1 µM), inactives show top-dose growth rescue (activation), most hits filed as activators. 370,000 compounds, 0.14% hits. Yeast expressing alpha-synuclein, growth rescue, BacTiter-Glo, 24 h; note: % of control where 0% means no effect; nearly all actives have a fitted effect of over 65% in size
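Readout is rescue of growth in alpha-synuclein-expressing yeast, so inhibitors of toxicity appear as activators. Growth after 24 hr at 30 deg C in galactose medium is quantified by luminescence.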
PTHR1 ag: PTHR1 (human) receptor agonism | Potency, µM (series often up to 115 µM), for inactives: at the highest dose activation, actives largely listed as activators | HEK293 GP2 PTHR1 cells, GloSensor cAMP luminescence, 1 h | AID 743266 | 410,000 compounds, 0.075% hits; note: nearly all actives have a fitted effect of over 55% in size; some results filed as inactive show a strong effect at the top dose; inactives centre near -15; many of its hits are not listed in these tables
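HEK-293-derived GP2 cells expressing PTHR1 and a GloSensor cAMP reporter, 3,000/well, plated overnight, given luciferin plus IBMX (each 0.5 mM as added) for 1 h at 37 °C, then compound for 1 h at 37 °C. Luminescence was read after 15 min at room temperature.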
TDP43 rescue: rescues yeast growth from TDP-43 toxicity; AID 652104; Potency, µM (doses to about 46.1 µM), inactives show at the top dose growth rescue (activation), usual class: activators; TDP-43 expressing yeast growth rescue, BacTiter-Glo, 24 h; 410,000 compounds, 1.8% hits; note: % of control where 0% means no effect; nearly all actives have a fitted effect of over 50% in size
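Luminescence from BacTiter-Glo reports growth of TDP-43-expressing yeast after 24 hr at 30 deg C with compound. Cells were raffinose-pregrown to mid-log, then seeded in galactose medium at OD600=0.02.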
EPAC2 ag: EPAC2 (human) agonism. Q8WZA2. EPAC2 activation, biochemical qHTS; response scale: 100% = 6.5 mM cAMP response. Potency, µM (highest dose often 154 µM), for inactives: top-dose activation, hits mostly activators. 360,000 compounds, 0.079% hits. AID 720711; note: nearly all actives have a fitted effect of over 50% in size
Target sequence (Q8WZA2 whole entry, looked up): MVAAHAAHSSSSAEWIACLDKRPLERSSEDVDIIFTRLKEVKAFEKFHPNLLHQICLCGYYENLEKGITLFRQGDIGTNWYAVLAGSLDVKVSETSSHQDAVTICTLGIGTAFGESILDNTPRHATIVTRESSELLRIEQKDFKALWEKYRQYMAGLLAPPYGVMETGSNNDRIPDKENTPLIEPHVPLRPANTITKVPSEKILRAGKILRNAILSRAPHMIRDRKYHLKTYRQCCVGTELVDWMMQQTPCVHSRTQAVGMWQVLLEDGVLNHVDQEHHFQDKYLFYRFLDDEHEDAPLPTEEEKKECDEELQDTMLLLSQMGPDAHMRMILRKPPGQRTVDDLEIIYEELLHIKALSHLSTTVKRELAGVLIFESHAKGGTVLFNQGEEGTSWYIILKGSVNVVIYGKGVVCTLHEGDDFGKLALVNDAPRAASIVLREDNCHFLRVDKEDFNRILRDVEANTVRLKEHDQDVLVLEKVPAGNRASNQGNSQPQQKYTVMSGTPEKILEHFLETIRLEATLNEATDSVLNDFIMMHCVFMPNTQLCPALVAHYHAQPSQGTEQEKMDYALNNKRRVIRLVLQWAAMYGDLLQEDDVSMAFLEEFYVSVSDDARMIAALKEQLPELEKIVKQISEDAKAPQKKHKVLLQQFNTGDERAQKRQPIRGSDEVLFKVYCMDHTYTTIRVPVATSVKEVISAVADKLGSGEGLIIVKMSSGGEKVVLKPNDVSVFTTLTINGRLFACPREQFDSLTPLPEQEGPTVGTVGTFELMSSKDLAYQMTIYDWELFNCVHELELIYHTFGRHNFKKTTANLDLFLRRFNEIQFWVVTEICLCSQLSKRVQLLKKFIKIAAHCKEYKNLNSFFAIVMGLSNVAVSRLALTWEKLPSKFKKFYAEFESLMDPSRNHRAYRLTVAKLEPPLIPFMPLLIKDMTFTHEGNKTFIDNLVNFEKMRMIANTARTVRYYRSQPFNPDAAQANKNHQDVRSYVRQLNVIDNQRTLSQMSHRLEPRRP
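Exchange assay: 100 nM EPAC2 with 250 nM Rap1B-BODIPY-GDP and 50 uM GDP. Fluorescence (ex 480/em 540 nm) read every 5 min for 30 min at room temperature. Data normalized to 6.5 mM cAMP as agonist control.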
EPAC1 ag: agonists of human EPAC1 | O95398 | EPAC1 agonist qHTS, biochemical assay; response scale: 100% = response to 6.5 mM cAMP | Potency, µM (series often up to 154 µM), without a hit: top-dose activation, usual class: activators | 360,000 compounds, 0.073% hits | AID 720707; note: nearly all actives have a fitted effect of over 60% in size
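Nucleotide exchange by EPAC1 (100 nM) on Rap1B–BODIPY-GDP (250 nM) in the presence of 50 uM GDP is tracked fluorescently at 480/540 nm over 30 min. Signals are normalized to a 6.5 mM cAMP control.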
EPAC2 antag: blocks human EPAC2 exchange factor; Q8WZA2; EPAC2 GEF exchange of Rap1B-BODIPY-GDP, fluorescence; Potency, µM (series often up to 114 µM), for inactives: top-dose activity, negative = inhibition, hits mostly inhibitors; 360,000 compounds, 0.18% hits; AID 720708; note: % is set by controls: 0 for no effect and ±100 for the full control effect; nearly all actives have a fitted effect of over 45% in size; many of its hits are not listed in these tables
FUS yeast rescue: suppressors of FUS proteinopathy in yeast. S. cerevisiae FUS-expressing, growth rescue, OD600, 24 h. Potency, µM (highest dose often 76.6 µM), inactives show top-dose growth rescue (activation), actives largely listed as activators. 390,000 compounds, 0.24% hits;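 note: plate controls were DMSO vehicle for no effect and reference control for full effect; nearly all actives have a fitted effect of over 55% in size; some results filed as inactive show a strong effect at the top dose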
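Restored growth of FUS-toxic S. cerevisiae, read as 600 nm absorbance after 24 h at 30C in galactose medium (starting OD 0.005). Controls CP55940 and DMSO.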
Numbers without * were called inactive; i = inactive; ? = inconclusive; · = no result given; [ ] = another dose, or the depositor's remark. Calls come from the whole dose curve; as a rule, active = well fitted curve in the direction sought with a large enough effect; inconclusive = small, poorly fitted or top-dose-only effect, or another doubt; inactive = no such curve, though single readings can be large; an effect the other way counts as inactive or inconclusive. Potency is the fitted concentration of half-maximal effect.

SMILES	EPAC1 antagonist	aSyn rescue	PTHR1 ag	TDP43 rescue	EPAC2 ag	EPAC1 ag	EPAC2 antag	FUS yeast rescue
Cc1cc(C)c(C(=O)C(C)OC(=O)Cc2n[nH]c(=O)c3ccccc23)cc1C (configuration not stated)	3%	10%	0%	10%	0%	1%	1%	17%
COc1ccc(C2OC(=O)CC2C(=O)NCc2ccc(Cl)cc2)cc1OC (configuration not stated)	-7%	3%	i	13%	1%	1%	-3%	6%
CC(C)c1ccc(C(=O)NCCCN2CCN(CCCNC(=O)c3ccc(C(C)C)cc3)CC2)cc1	-9%	-9%	i	-1%	-10%	-2%	-3%	·
COCCCN1CC(=O)N2C(c3cccc(OC)c3)c3[nH]c4ccccc4c3C[C@H]2C1=O (some centres not stated)	-8%	2%	-11%	13%	-2%	0%	-2%	41%
O=C(NCc1cccc(CNC(=O)Nc2cccc(O)c2)c1)Nc1cccc(O)c1	?	-8%	i	20%	7%	1%	-7%	-19%
CCOC(=O)N1CCN(C(=O)CN(CC)S(=O)(=O)c2cc(C)ccc2OC)CC1	?	6%	i	-10%	1%	-6%	2%	5%
COc1ccccc1NC(=O)C(C)OC(=O)CN1C(=O)C2CC=CCC2C1=O (configuration not stated)	4%	3%	i	-13%	2%	-2%	8%	-8%
COC(=O)c1ccc(N2CCN(S(=O)(=O)c3ccc(Br)cc3)CC2)c([N+](=O)[O-])c1	-1%	1%	-13%[57.5 µM]	-17%	12%	5%	0%	22%
O=C(Nc1ccccc1)C12CC3CC(C1)CC(n1cnc([N+](=O)[O-])n1)(C3)C2	-14%	-2%	21%[57.5 µM]	-4%	2%	6%	-1%	8%
COc1ccc(S(=O)(=O)N2CCN(CCOc3ccccc3Cl)CC2)cc1OC	?	10%	-82%[inhibitor]	3%	22%	2%	-16%	20%
O=C(Nc1nnc(-c2ccco2)o1)c1ccc([N+](=O)[O-])s1	-6%	-78%[inhibitor]	-33%[inhibitor]	?	2%	3%	4%	22%
CCn1c(CNC(=O)c2ccccc2F)cc2cc(C)ccc21	-3%	5%	-14%	?	6%	10%	-3%	2%
CC(C)C(=O)Nc1nnc(SCC(=O)Nc2ccc3c(c2)OCCO3)s1	5%	-2%	i	19%	-1%	-2%	-1%	9%
N#Cc1ccc2c(c1)nc1ccccn12	3%	7%	i	20%	5%	-2%	3%	3%
OCC1(CCOc2ccccc2)CCN(Cc2cccn2-c2ncccn2)CC1	14%	-2%	i	6%	3%	2%	3%	-8%
Cc1ccc(S(=O)(=O)N2CCOCC2)cc1NC(=O)COC(=O)CNC(=O)c1ccc(Oc2ccccc2)cc1	-6%	0%	i	8%	16%	4%	-12%	?
COc1ccccc1NCC(=O)N/N=C(\C)c1ccc(Br)s1	-11%	-9%	-19%	-8%	9%	-7%	-4%	·
CCS(=O)(=O)c1ccc2oc(SCC(=O)Nc3ccc(OC)cc3OC)nc2c1	5%	-1%	i	19%	0%	-5%	13%	-21%
COCC(=O)N(C)[C@H]1C[C@H]2c3cc(-c4ccccc4)ccc3CCN2C(=O)[C@H]1[C@H](C)O	4%	0%	0%	17%	9%	-9%	-4%	14%
CCCNC(=O)c1cc(C2CCCCN2C(=O)c2ccc(C#N)cc2)on1 (configuration not stated)	-22%	-7%	i	14%	13%	10%	-1%	-20%
CC(C)(CCO)Nc1ncnc2onc(-c3ccc(F)cc3)c12	2%	-6%	i	-9%	7%	5%	-19%	-3%
CC1CCCN(C(=O)NC(=O)c2ccc(Cl)cc2)C1 (configuration not stated)	6%	4%	-25%	-9%	7%	18%	-4%	11%
O=C(O)CCc1ccc(-c2ccccc2)o1	0%	?	-6%[57.5 µM]	?	0%	-11%	10%	23%
Cc1cc2c(cc1S(=O)(=O)NCc1ccccc1)n(C)c(=O)c(=O)n2C	-4%	3%	2%	-12%	13%	5%	2%	-12%
O=C(CCc1nnc(Cc2c[nH]c3ccccc23)o1)NC(C1CC1)C1CC1	-18%	0%	-13%	9%[9.22 µM]	7%	2%	-6%	-2%
CCN(CC(=O)NC(C)(C)C)C(=O)COc1c(Cl)cc(Cl)c2ccc(C)nc12	-7%	10%	-25%	28µM*	-8%	3%	-4%	-3%
O=C(CSc1nc2ccccc2c(=O)n1-c1ccccc1)N1CCc2ccccc2C1	-21%	-5%	i	-1%	12%	8%	6%	18%
Cc1ccc(S(=O)(=O)N2CCN(C(=O)c3c(-c4ccccc4)noc3C)CC2)c(C)c1	-9%	0%	i	-13%	14%	0%	-7%	14%
COc1cc(NC(=O)NS(=O)(=O)c2ccc(C)cc2)cc(OC)c1	18%	9%	i	16%	-10%	1%	16%[57.1 µM]	31%
C=CCNC(=O)c1onc(CSc2cc(C)cc(C)c2)c1C(=O)O	-4%	1%	-15%	5%	5%	8%	-26%	-15%
COc1cccc2oc3cc(C#CC4(O)CCCCC4)ccc3c(=O)c12	-23%	-12%	-27%	-13%	6%	4%	5%	43%
CC1=C(C(=O)Nc2ccccc2C)C2(CCCCC2)C(C(N)=O)C(=S)N1 (configuration not stated)	2%	-6%	-9%	10%	12%	13%	2%	-2%
Cc1onc(-c2ccccc2)c1C(=O)NC(=S)NNC(=O)c1ccc(O)cc1	?	?	i	?	14%	13%	-11%	·
O=C(NCC1CCCO1)c1cc(S(=O)(=O)Nc2ccc(Br)cc2)ccc1Cl (configuration not stated)	-3%	-12%	-41%[inhibitor]	1%	4%	-1%	-16%	2%
COc1ccc(NS(=O)(=O)c2cccc(C(=O)NNC(=O)COc3ccccc3)c2)cc1	-19%	-1%	i	13%	3%	-52%	4%	6%
COc1ccc(S(=O)(=O)N2CCOCC2)cc1NC(=O)CCNC(=O)c1ccc([N+](=O)[O-])cc1	-7%	-4%	?	-14%	15%	6%	-2%	0%
NC(=O)c1nsc(C(=O)N(c2ccc(F)cc2)C(C(=O)NCC2CCCO2)c2ccc3ncccc3c2)c1N (configuration not stated)	-13%	0%	-14%	-20%	1%	-1%	-9%	6%
CN(C)c1ccc(N2C(=O)CC(Nc3ccc(N4CCOCC4)cc3)C2=O)cc1 (configuration not stated)	-5%	-1%	i	4%	8%	11%	-2%	-22%
O=C(CSc1nc(-c2ccccc2)cc(C(F)(F)F)n1)NCc1ccco1	9%	-7%	i	-3%	-2%	-5%	6%	0%
COC(=O)C1=C(C)N(CCc2ccc(OC)c(OC)c2)C(=O)/C1=C\N(C)C	9%	3%	i	-20%	4%	-5%	8%	27%
O=C(N=C1SC2CS(=O)(=O)CC2N1c1cccc(F)c1)C1CC1 (configuration not stated)	-19%	-3%	i	11%	11%	5%	1%	-4%
O=C1CC(Cc2ccccc2)C(=O)N1c1ccc(Cl)cn1 (configuration not stated)	2%	-2%	i	-4%	0%	-1%	5%	-2%
O=C(O)Cc1ccccc1C(=O)O	7%	0%	i	2%	8%	-3%	0%	1%
CSc1nc(C)cc(OCC#N)n1	2%	-4%	i	13%	6%	-2%	-2%	-1%
Cc1ccc(C(C)C)c(OCC(O)CN(C)Cc2ccccc2)c1 (configuration not stated)	-11%	15%	-13%	-14%	7%	2%	-25%	27%
CN1C(=O)/C(=C\c2ccco2)N=C1c1ccc(Cl)cc1Cl	?	11%	-10%	-22%	8%	10%	-3%	24%
O=C(Cc1cccc2ccccc12)Nc1cc(Cl)ccc1C(=O)O	?	-1%	-25%	·	-3%	-3%	-24%	22%
O=C(COc1ccccc1)OCC(=O)c1ccc(S(=O)(=O)N2CCCCC2)cc1	-5%	-6%	i	18%	5%	10%	1%	-17%
COc1cc(/C=N/n2nnnc2N)ccc1OCc1c(C)no[n+]1[O-]	3%	-9%	-13%	22%	2%	1%	4%	-12%
Cc1ccnc(NC(=O)CCC(=O)N(CC(=O)NCCc2ccccc2)c2ccccc2F)c1	1%	1%	i	0%	2%	4%	0%	-4%

Some of the entries so far, in CSV form.
Compound,EPAC1 antagonist,aSyn rescue,PTHR1 ag,TDP43 rescue,EPAC2 ag,EPAC1 ag,EPAC2 antag,FUS yeast rescue
O=C(N=C1SC2CS(=O)(=O)CC2N1c1cccc(F)c1)C1CC1 (configuration not stated),-19%,-3%,i,11%,11%,5%,1%,-4%
O=C1CC(Cc2ccccc2)C(=O)N1c1ccc(Cl)cn1 (configuration not stated),2%,-2%,i,-4%,0%,-1%,5%,-2%
O=C(O)Cc1ccccc1C(=O)O,7%,0%,i,2%,8%,-3%,0%,1%
CSc1nc(C)cc(OCC#N)n1,2%,-4%,i,13%,6%,-2%,-2%,-1%
Cc1ccc(C(C)C)c(OCC(O)CN(C)Cc2ccccc2)c1 (configuration not stated),-11%,15%,-13%,-14%,7%,2%,-25%,27%

(further entries)
SMILES	EPAC1 antagonist	aSyn rescue	PTHR1 ag	TDP43 rescue	EPAC2 ag	EPAC1 ag	EPAC2 antag	FUS yeast rescue
O=[N+]([O-])c1cccc(CN(CCO)Cc2ccccc2)c1	5%	4%	-7%[57.5 µM]	-15%	6%	11%	-3%	43%
COc1cccc(N2CCN(c3ccc(S(=O)(=O)N4CCN(C)CC4)cc3[N+](=O)[O-])CC2)c1	-14%	0%	-33%[inhibitor]	-16%	6%	2%	3%	42%
O=C(COc1ccc(Cl)cc1Cl)OCn1nnc2ccccc2c1=O	0%	-3%	i	2%	6%	7%	0%	6%
COc1ccc(OC)c(NC(=O)NNC(=O)COc2ccc(F)cc2F)c1	-6%	3%	i	2%	6%	-18%	-1%	4%
COc1ccc(C2=NN(C(C)=O)C(c3cccs3)C2)cc1OC (configuration not stated)	3%	4%	i	2%	3%	12%	-1%	2%
O=C(COC(=O)c1cc(-c2ccccc2)nc2ccccc12)Nc1ccc2c(c1)OCO2	-17%	?	?	3%	11%	-5%	-26%	16%
O=C(NCc1ccncc1)Nc1ccccc1F	-19%	-1%	i	2%	15%	0%	-4%[57.1 µM]	-26%
CCS(=O)(=O)N1CCC(C(=O)NC2CCCCCCC2)CC1	0%	1%	i	-28%	6%	4%	17%	21%
NC(=S)NCc1cccnc1	12%	-9%	-3%	1%	5%	25%	2%	-16%
O=C(NCCn1cccn1)c1ccc(OC2CCN(C(=O)C3CC3)CC2)cc1	-19%	1%	-20%	15%	9%	15%	3%	-12%

A portion of the library; count on the stated rates, not on these rows.
